PGC1a acetyl inh: lowers PGC1a acetylation signal in U2OS cells. AlphaScreen anti-acetyl-lysine; with virally co-expressed GCN5 acetyltransferase. inhibition, % at 15.6 µM. 350,000 compounds, 0.17% hits;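 active = every replicate shows inhibition of at least 40%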;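 also: 0% = neutral control wells and 100% = positive control wells; some results beyond the cut were filed as inactive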
miR-122 sensor: miR-122 inhibition in Huh7 cells; 340,000 compounds, 0.3% hits; activation (reporter increase), % at 12.5 µM; Huh7 miR-122 Renilla luciferase sensor, 48 h; neutral wells = 0, positive control = 100;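 active = mean replicate activation score at least 90 and every replicate individually at or above 90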;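 also: higher luciferase means less miR-122 activity so hits act as miR-122 inhibitors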
RAD54 branch: inhibitors of human RAD54 branch migration; inhibition, % at 10.4 µM; RAD54 Holliday junction branch migration, FAM/BHQ fluorescence; 360,000 compounds, 0.14% hits; Q92698; AID 602329;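 active = mean normalized replicate activity at least 40 and at least half of replicates scoring 40 or more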;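 also: 0% = median of neutral control wells and 100% = median of positive control wells; inhibitors cause a drop in the FAM fluorescence signal; in these data hits start at about 50%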
E-selectin induc: induces E-selectin expression in human endothelial cells | HUVEC E-selectin immunofluorescence imaging; normalized: neutral wells 0, TNF-alpha wells 100 | 260,000 compounds, 0.37% hits | P16581 | activation, % at 7.58 µM;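 active = mean E-selectin-positive cell signal at least 10% of the positive control, reached in at least 60% of replicates, without over 20% cell loss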;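 also: in these data hits start at about 27%; measured in HUVEC primary endothelial cells; signal is the percent of cells scored E-selectin positive by PE staining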
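System: HUVEC / Compound: single concentration / Signal: immunofluorescence imaging / Read-out: percent E-selectin-positive cells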
RAD52 inh: RAD52 (human) annealing inhibition | recombinant RAD52 DNA annealing, FRET fluorescence | inhibition, % at 18.7 µM | 360,000 compounds, 0.46% hits | AID 651710;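 active = every replicate showing at least 50% inhibition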
Cneo AK release: causes C. neoformans cell lysis; adenylate kinase release luminescence, 4 h; normalised: neutral wells 0, clomiphene wells 100; lysis activity, % at 15 µM; 360,000 compounds, 0.2% hits; AID 651654;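 active = mean lysis activity across replicates of at least 80%, whatever share of replicates individually reach that level; inactive = mean lysis activity below 80%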
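Test system: log-phase Cryptococcus neoformans yeast cells. Input: 5 × 10^6 yeast cells/mL. Medium: fresh YPD growth medium. Doses: single dose. Incubation: static 4 h at 37 °C with compound, 1 h detection. Measured by: luminescent adenylate kinase detection reagent. Read-out: signal increase indicating cell lysis. Benchmarks: Clomiphene.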
ERAP1 inh: blocks human ERAP1 aminopeptidase activity | Q9NZ08 | recombinant ERAP1, Leu-AMC fluorescence, 60 min | inhibition, % at 10.7 µM | 340,000 compounds, 0.15% hits;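 active = mean replicate inhibition of at least 30%, or all replicates individually reaching that 30% level; inactive = mean below 30% and not every replicate reaching it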;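 also: 0% = neutral control wells and 100% = L-leucinethiol positive control wells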
Target sequence (Q9NZ08 whole entry, looked up): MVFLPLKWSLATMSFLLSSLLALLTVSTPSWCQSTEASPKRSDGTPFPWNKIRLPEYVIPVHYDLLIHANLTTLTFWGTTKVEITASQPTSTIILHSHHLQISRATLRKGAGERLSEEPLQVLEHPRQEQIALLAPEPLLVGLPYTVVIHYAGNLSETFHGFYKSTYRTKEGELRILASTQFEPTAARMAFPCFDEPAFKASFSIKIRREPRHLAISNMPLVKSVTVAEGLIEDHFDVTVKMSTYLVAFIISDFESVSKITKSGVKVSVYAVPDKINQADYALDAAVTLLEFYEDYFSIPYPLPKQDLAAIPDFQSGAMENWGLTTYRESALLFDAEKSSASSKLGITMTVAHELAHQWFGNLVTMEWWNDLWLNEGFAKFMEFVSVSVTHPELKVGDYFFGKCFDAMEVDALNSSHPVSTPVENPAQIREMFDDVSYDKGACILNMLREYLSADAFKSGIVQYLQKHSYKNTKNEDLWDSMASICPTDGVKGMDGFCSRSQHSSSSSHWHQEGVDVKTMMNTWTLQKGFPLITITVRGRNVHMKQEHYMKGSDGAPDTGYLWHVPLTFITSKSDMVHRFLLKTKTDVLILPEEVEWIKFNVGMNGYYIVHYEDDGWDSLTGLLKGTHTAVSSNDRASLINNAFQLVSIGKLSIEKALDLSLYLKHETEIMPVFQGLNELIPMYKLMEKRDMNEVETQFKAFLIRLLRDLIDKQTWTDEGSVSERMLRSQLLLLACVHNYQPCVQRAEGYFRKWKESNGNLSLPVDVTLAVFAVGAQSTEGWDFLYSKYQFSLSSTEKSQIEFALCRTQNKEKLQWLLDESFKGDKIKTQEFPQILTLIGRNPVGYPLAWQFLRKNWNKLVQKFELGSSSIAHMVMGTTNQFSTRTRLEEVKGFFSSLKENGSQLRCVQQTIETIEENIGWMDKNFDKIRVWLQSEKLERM
PglD inh: blocks C. jejuni PglD acetyltransferase activity; purified PglD enzyme, DTNB colorimetric CoA detection; inhibition, % at 12.5 µM; 360,000 compounds, 0.098% hits; AID 602405; in the data active = inhibition above about 16%, passing the limit was not always enough; also: strong numbers were not always called active
Numbers without * were called inactive; · = no result given; & = joins results of further samples; [ ] = dose if it differs, or a comment.

1. Cc1cccc(C(=O)O/N=C2\CCSc3ccc(C)cc32)c1
2. CN(C)c1nn(C(=O)Nc2cccc(C(F)(F)F)c2)cc1-c1ccccc1
3. Cc1noc(C)c1NC(=O)N(C)C[C@@H]1OCCCC[C@@H](C)Oc2ccc(NC(=O)Nc3ccc(C(F)(F)F)cc3)cc2C(=O)N([C@@H](C)CO)C[C@H]1C
4. O=C(Nc1ccc2oc(-c3cccc4ccccc34)nc2c1)c1ncn[nH]1
5. C[C@H](NC(=O)C[C@@H]1C[C@H]2c3cc(NC(=O)NC4CCCC4)ccc3O[C@H]2[C@@H](CO)O1)c1ccccc1
6. O=C(C1=C[C@@H](c2ccc3c(c2)OCO3)C[C@@H](OCc2ccc(CO)cc2)O1)N1CCN(Cc2ccc3c(c2)OCO3)CC1

Assay by compound	1	2	3	4	5	6
PGC1a acetyl inh	8	-1	12	-3	-4	2&0
miR-122 sensor	76	-27	7[16.7 µM]	-4	-2[16.7 µM]	·
RAD54 branch	8	11	-2	-1	12	-2&-10
E-selectin induc	·	·	-0.3	·	0.1	·
RAD52 inh	·	-8	10	·	14	-14&-15
Cneo AK release	0	·	4	-1	0	1&-7
ERAP1 inh	·	7	-2	·	-6	0&0
PglD inh	0	-2	2	2	0	-2&-2

7. Cc1sc(-c2ccncc2)nc1OC(=O)c1cc(Cl)cc(Cl)c1
8. CCC(=O)N(C)C[C@@H]1Oc2cc(-c3ccc(F)cc3)ccc2S(=O)(=O)N([C@H](C)CO)C[C@@H]1C
9. CC(=O)c1ccc(NC(=O)/C(=C\c2ccc(F)cc2)NC(=O)c2ccco2)cc1
10. Nc1cc(-c2ccc(OC(F)(F)F)cc2)nn1-c1ccc(Cl)c(Cl)c1
11. COc1cc(-c2nc(-c3ccc(Br)o3)no2)cc(OC)c1OC
12. O=C(Nc1ccc(Br)cc1F)C1CCCO1 (stereo not given)

Assay by compound	7	8	9	10	11	12
PGC1a acetyl inh	3	-6	-4	-5	4	9
miR-122 sensor	-5	10[16.7 µM]	-1	-9	1	-7
RAD54 branch	-5	7	3	20	-3	-2
E-selectin induc	·	-0.3	·	·	2.6	·
RAD52 inh	·	16	-21	-29	-14	·
Cneo AK release	1	50	-1	0	0	2
ERAP1 inh	·	6	-2	0	-3	·
PglD inh	-1	8	4	-6	·	1

Whole records, quoted from the list.
COc1cc(-c2nc(-c3ccc(Br)o3)no2)cc(OC)c1OC is entered as PGC1a acetyl inh: 4; miR-122 sensor: 1; RAD54 branch: -3; E-selectin induc: 2.6; RAD52 inh: -14; Cneo AK release: 0; ERAP1 inh: -3; PglD inh: ·
CCC(=O)N(C)C[C@@H]1Oc2cc(-c3ccc(F)cc3)ccc2S(=O)(=O)N([C@H](C)CO)C[C@@H]1C is entered as PGC1a acetyl inh: -6; miR-122 sensor: 10[16.7 µM]; RAD54 branch: 7; E-selectin induc: -0.3; RAD52 inh: 16; Cneo AK release: 50; ERAP1 inh: 6; PglD inh: 8
Cc1sc(-c2ccncc2)nc1OC(=O)c1cc(Cl)cc(Cl)c1 is entered as PGC1a acetyl inh: 3; miR-122 sensor: -5; RAD54 branch: -5; E-selectin induc: ·; RAD52 inh: ·; Cneo AK release: 1; ERAP1 inh: ·; PglD inh: -1

Other records follow:
13. Cc1ccc(S(=O)(=O)Nc2ccc3c(c2)C(=O)N([C@H](C)CO)C[C@@H](C)[C@H](CN(C)C(=O)NC(C)C)O3)cc1
14. COc1ccc(C(=O)NC(NC(=S)Nc2ccc(S(N)(=O)=O)cc2)C(Cl)(Cl)Cl)cc1 (stereo not given)
15. CN(C(=O)c1ccc(NC(=O)Cc2cccc(NC(=O)C3CCN(C(=O)C4CC4)CC3)c2)cc1)C1CC1
16. O=C(O)CCNS(=O)(=O)c1cccc2nsnc12
17. CC(C)OC(=O)c1ccc(COC(=O)CNC(=O)c2ccco2)cc1
18. O=C(O)C(c1ccccc1)C(O)C1CCCC1 (stereo not given)

Assay by compound	13	14	15	16	17	18
PGC1a acetyl inh	-1	-1	-13	·	·	4
miR-122 sensor	1[16.7 µM]	15	6	·	·	2
RAD54 branch	9	-2	6	-9	9	-8
E-selectin induc	0.4	·	-0.1	0.1	0.0	-1.5
RAD52 inh	0	·	-2	-8	-2	-18
Cneo AK release	-2	1	-4	-1	0	0
ERAP1 inh	-1	·	-4	-3	0	2
PglD inh	-2	-1	25*	-2	-5	-6

19. Cc1cc(C)cc(C(=O)NCC(=O)OCC(=O)Nc2cccnc2Cl)c1
20. O=C(c1cccs1)N1CCN(c2cccc(Cl)c2)CC1
21. CCC(=O)Nc1ccc2c(c1)OC[C@H](C)N(C(=O)CC1CC1)C[C@@H](C)[C@H](OC)CN(C)C2=O
22. COCCNC(=O)C(=O)c1cc(C)n(-c2ccc([N+](=O)[O-])cc2)c1C
23. Cc1ccc(S(=O)(=O)N2[C@@H](c3ccccc3F)C(C(=O)O)=CC[C@H]2c2ccc3c(c2)OCO3)cc1
24. C[C@@H]1CN([C@H](C)CO)C(=O)c2cc(NC(=O)C3CCCCC3)ccc2O[C@@H](C)CCCCO[C@H]1CN(C)C(=O)NC1CCCCC1

Assay by compound	19	20	21	22	23	24
PGC1a acetyl inh	·	1	11	15	·	-2
miR-122 sensor	1	-5	3[16.7 µM]	·	·	1[16.7 µM]
RAD54 branch	·	-19	2	-7	-5	-2
E-selectin induc	-1.0	·	1.2	·	-0.2	0.1
RAD52 inh	-9	-4	12	·	-10	-43
Cneo AK release	·	6	0	15	2	0
ERAP1 inh	1	-1	3	·	-1	3
PglD inh	·	0	7	4	-1	4

25. O=C(O)[C@@H]1CCCN1C(=O)CCc1c[nH]c2ccccc12
26. C=CCn1c(-c2ccc([N+](=O)[O-])cc2)n[nH]c1=S
27. Cc1c(C(=O)NC2CC(=O)N(c3ccc4c(c3)OCCO4)C2)cccc1[N+](=O)[O-] (stereo not given)
28. O=C(NC1=NCCS1)C1CCCCC1
29. Cc1ccc(C(=O)Nc2cccc(O)c2)cc1S(=O)(=O)N1CCCCCC1
30. C/C=C/c1ccc([C@@H]2[C@@H](C#N)N(c3ncc(CC)s3)[C@H]2CO)cc1

Assay by compound	25	26	27	28	29	30
PGC1a acetyl inh	·	·	-7	-5	-5	-1
miR-122 sensor	·	0	-9	-3	-1	·
RAD54 branch	3	-4	·	-1	-4	-5
E-selectin induc	0.5	·	-2.2	3.4	·	0.2
RAD52 inh	-11	·	6	1	-18	-16
Cneo AK release	0	-2	·	-1	0	-4
ERAP1 inh	3	·	3	-3	0	0
PglD inh	6	5	·	0	-1	0

31. CC(NC(=O)CCNS(=O)(=O)c1cccc2nonc12)c1ccccc1 (stereo not given)
32. CC(C)(C)OC(=O)NCCCC[C@H](NC(=O)c1nc[nH]c1C(=O)NCC(=O)OCc1ccccc1)C(=O)OC(C)(C)C
33. CCc1ccnc(NC(=O)NS(=O)(=O)c2ccc(C)cc2)c1
34. O=C1CC(=O)Nc2cc(S(=O)(=O)N3CCN(c4ccc([N+](=O)[O-])cc4)CC3)ccc2N1
35. CC(NC(=O)CN(C)CC(=O)Nc1ccccc1Br)c1ccccc1 (stereo not given)
36. CC1(C(=O)NS(=O)(=O)c2ccc(C#N)cc2)CCN1C(=O)Cc1ccc(-c2ccccc2)cc1 (stereo not given)

Assay by compound	31	32	33	34	35	36
PGC1a acetyl inh	-23	-13	4	1	0	·
miR-122 sensor	-1	-3	-11	-3	-5	-31
RAD54 branch	13	1	-6	-2	4	-2
E-selectin induc	·	·	·	11	0.1	-0.2
RAD52 inh	-38	-6	-9	-10	-14	-13
Cneo AK release	0	0	-2	-4	3	-1
ERAP1 inh	1	2	2	0	1	1
PglD inh	2	-2	8	3	1	2

37. CCOC(=O)c1cc2sccc2n1CC(=O)Nc1ccc(OC)cc1OC
38. CCOC(=O)C1(Cc2ccccc2Cl)CCN(C(=O)c2cc(C)on2)CC1
39. C[C@H]1CCCCO[C@H](CN(C)C(=O)Nc2ccc3c(c2)OCO3)[C@@H](C)CN([C@@H](C)CO)C(=O)c2cc(NC(=O)c3ccncc3)ccc2O1
40. O=C(c1ccc(C(F)(F)F)cc1)N1CCC(=O)N(C(COCc2ccc(C(F)(F)F)cc2)Cc2ccccc2)CC1 (stereo not given)
41. COc1ccc(OCCC(=O)OCC(=O)NC2CCCCC2)cc1
42. O=C(NNC(=O)c1csc(N2CCOCC2)n1)c1ccc(=O)[nH]c1

Assay by compound	37	38	39	40	41	42
PGC1a acetyl inh	2	-6	0	·	-8	-2
miR-122 sensor	5	1	0[16.7 µM]	·	6	12
RAD54 branch	3	-2	1	7	-2	1
E-selectin induc	·	4.7	-0.2	0.1	0.2	0.4
RAD52 inh	-2	-8	0	-5	6	-8
Cneo AK release	0	3	1	14	0	0
ERAP1 inh	-1	2	0	0	-1	0
PglD inh	3	0	-1	3	3	-3

43. O=C(NCCCCCCCN1CCCCCCC1)C(C1CCCCC1)C1CCCCC1
44. CN1CCN(c2nc(-c3cccs3)nc3ccccc23)CC1
45. C/C(=N\NC(=O)Cc1cccn1C)c1cccs1
46. C[C@@H]1CN([C@H](C)CO)C(=O)c2cccc(NC(=O)Nc3ccc4c(c3)OCO4)c2O[C@@H]1CN(C)Cc1ccccc1
47. O=C(OCC(=O)N1CCN(c2ccccc2)CC1)c1cc(Br)ccc1Cl
48. N#Cc1c(N)oc(-c2cccs2)c1-c1cccs1

Assay by compound	43	44	45	46	47	48
PGC1a acetyl inh	5	·	4	·	2	-8
miR-122 sensor	-4	-8	1	16[16.7 µM]	-9	-5
RAD54 branch	·	71*	-5	-8	1	-4
E-selectin induc	-0.4	·	0.0	-0.5	-0.2	·
RAD52 inh	82*	8	·	3	-10	·
Cneo AK release	·	2	0	0	-2	0
ERAP1 inh	5	8	·	3	2	·
PglD inh	·	0	5	-3	-3	-5

49. CSc1nnc(N2C(=O)C(O)=C(C(=O)c3ccco3)C2c2ccc(F)cc2)s1 (stereo not given)
50. CC1CCCCN1S(=O)(=O)c1ccc(C(=O)Nc2ccccc2-c2nc3ccccc3s2)cc1 (stereo not given)
51. Cc1noc(C)c1CSCC(=O)N1CCN(c2ccc([N+](=O)[O-])cc2)CC1
52. CC(C)(C)OC(=O)C(C)(C)Sc1nnc(N)s1
53. CCc1ccc(NC(=O)CN2C(=O)CSC2=O)cc1
54. CN(CC(=O)NCc1ccc(Cl)cc1)S(=O)(=O)c1cccc2cccnc12
55. Nc1ccc(Nc2ccncc2[N+](=O)[O-])cc1

Assay by compound	49	50	51	52	53	54	55
PGC1a acetyl inh	·	-3	-11	-4	-6	8	13
miR-122 sensor	-4	9	-8	-6	2	-1	5
RAD54 branch	-21	-8	-7	·	-22	-3	16
E-selectin induc	2.2	0.3	·	0.1	·	·	·
RAD52 inh	-115	-4	·	-4	·	-15	·
Cneo AK release	1	-2	0	·	-4	1	3
ERAP1 inh	18	-5	·	4	·	·	·
PglD inh	-1	0	-17	·	-3	2	-2

Assay outcomes as filed in PubChem.
